Screening data (PubChem)
Casp1 inh: allosteric or competitive inhibitors of human caspase-1. P29466. Caspase-1 enzyme, Ac-WEHD-AFC fluorogenic rate. Potency, µM (highest dose often 57.5 µM), without a hit: at the top dose activity change, negative = inhibition, actives largely listed as inhibitors. 75,000 compounds, 0.03% hits. AID 900;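 further: potency means the concentration at half of the fitted maximal effect; plate controls were vehicle for no effect and no substrate for full effect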
Target sequence (P29466 120-297 limits assumed): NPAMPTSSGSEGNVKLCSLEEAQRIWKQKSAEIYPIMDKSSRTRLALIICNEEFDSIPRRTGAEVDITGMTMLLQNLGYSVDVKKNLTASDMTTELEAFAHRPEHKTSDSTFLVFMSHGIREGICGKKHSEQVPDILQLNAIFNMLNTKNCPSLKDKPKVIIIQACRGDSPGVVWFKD
Target sequence (P29466 317-404 limits assumed): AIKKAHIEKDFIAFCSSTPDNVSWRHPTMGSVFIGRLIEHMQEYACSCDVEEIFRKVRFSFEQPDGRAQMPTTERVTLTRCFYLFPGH
Texas Red fluor: compound fluoresces in the Texas Red spectral region. Compound fluorescence, Texas Red channel, 547/618 nm; active compounds read high. max dye-equivalent concentration, M. 59,000 compounds, 0.06% hits. AID 587; in the data active means max dye-equivalent concentration above about 10 nM; inconclusive means between about 1.1 nM and that limit
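Compound titrations in 100 mM Tris pH 8.0 were incubated 15 min at room temperature and read at 547 nm excitation / 618 nm emission. Texas Red six-point standard curve on each plate converted fluorescence to dye-equivalent concentration.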
ERK AVP block: vasopressin-driven ERK pathway inhibition; HEK293-V1b, vasopressin-stimulated pERK AlphaScreen; Potency, µM (titrated, usually from 57.5 µM), inactives show top-dose activity, negative = inhibition, usual class: inhibitors; 72,000 compounds, 0.99% hits; AID 995; further: potency means the concentration at half of the fitted maximal effect; on the % scale 0 is the no-effect control and ±100 the full control effect; nearly all actives have a fitted effect of over 55% in size
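qHTS, compounds titrated on V1b-expressing HEK293 cells. Preincubation 30 min at 37C, vasopressin 25 nM for 5 min, lysis 10 min, bead incubation 5 hr at room temperature.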
A350 fluor: compound fluoresces in the Alexa 350 spectral region | Compound autofluorescence, 340/450 nm, Alexa 350 dye-equivalents; active compounds read high | max dye-equivalent concentration, M | 59,000 compounds, 11% hits | AID 590; in the data active means max dye-equivalent concentration above about 10 nM; inconclusive means mostly about 1.1 nM to 9.6 nM
HEK293 cAMP ctrl: counter-screen for TSHR agonists: cAMP increase in parental HEK293; parental HEK293 CNG cAMP sensor, membrane potential fluorescence; Potency, µM (titrated, usually from 57.1 µM), inactives show top-dose activation, usual class: activators; 73,000 compounds, 2.5% hits; AID 938; further: potency means the concentration at half of the fitted maximal effect; % of control where 0% means no effect; nearly all actives have a fitted effect of over 55% in size
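Parental HEK 293 cells stably expressing a modified CNG channel (no TSHR) report cAMP rise as membrane depolarization. Membrane potential dye with 100 uM RO 20-1724 was loaded for 60 min at room temperature, then compound added for 30 min; fluorescence read at 590 nm.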
Rhodamine fluor: rhodamine region autofluorescence | max dye-equivalent concentration, M | 59,000 compounds, 0.05% hits | Rhodamine-region fluorescence, 547/598 nm, Tris buffer; active compounds read high; in the data active means max dye-equivalent concentration above about 11 nM; inconclusive means between about 1.1 nM and that limit
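Intrinsic compound fluorescence, ex 547 / em 598 nm, CCD imager. Tris 100 mM pH 8.0; 15 min RT. Output = rhodamine dye-equivalent concentration at each compound concentration.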
4MU fluor: 4-MU region autofluorescence | AID 589 | 59,000 compounds, 11% hits | max dye-equivalent concentration, M | compound autofluorescence, 340/450 nm, 4-MU equivalents; active compounds read high; in the data active means max dye-equivalent concentration above about 10 nM; inconclusive means mostly about 1.1 nM to 9.6 nM
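Compounds in 100 mM Tris, pH 8.0, incubated 15 min at room temperature, then fluorescence read at 340 nm excitation/450 nm emission. Signal converted to 4-MU dye-equivalent concentration using an on-plate six-point 4-MU standard curve.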
FLuc inh: firefly luciferase inhibition. Potency, µM (top dose mostly 57.1 µM), for the others: top-dose activity change, negative = inhibition, usual class: inhibitors. purified firefly luciferase, luminescence, 8 min. 72,000 compounds, 2.2% hits; further: potency means the concentration at half of the fitted maximal effect; on the % scale 0 is the no-effect control and ±100 the full control effect; nearly all actives have a fitted effect of over 40% in size
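Titration-based qHTS; buffer 50 mM imidazole pH 7.2, 50 mM KCl, 7 mM MgCl2, 10 uM ATP, 0.01% Tween 20, 0.05% BSA; luciferase/luciferin detector mix added after compound; 8 min, ambient; luminescence.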
Fluorescein fluor: compound fluoresces in the fluorescein spectral region | Compound autofluorescence, 480/540 nm, fluorescein-equivalent; active compounds read high | max fluorescein-equivalent concentration, M | 59,000 compounds, 0.91% hits; in the data active means max fluorescein-equivalent concentration above about 10 nM; inconclusive means between about 1.1 nM and that limit
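Read-out is intrinsic compound fluorescence at 480/540 nm (excitation/emission), expressed as dye-equivalent concentration using a fluorescein standard series run on every plate. Compounds sat 15 min at room temperature in 100 mM Tris, pH 8.0.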
Caspase-7 inhib: allosteric or competitive inhibitors of human caspase-7; P55210; recombinant caspase-7, Ac-DEVD-AFC fluorescence rate; Potency, µM (doses to about 57.5 µM), for inactives: at the top dose activity change, negative = inhibition, hits mostly inhibitors; 75,000 compounds, 0.02% hits; AID 889; active means well fitted inhibition curve with a large enough effect in the main read-out, with a control signal flat, not every such curve was filed as active; inconclusive means small, poorly fitted or top-dose-only effect, or a change in a side signal; further: potency means the concentration at half of the fitted maximal effect; % of control where 0% means no effect
Tau filament bind: binds recombinant human tau filaments; recombinant tau filaments, thioflavin S fluorescence, 15 h; filaments grown with octadecylsulfate alongside compound; Potency, µM (highest dose often 57.1 µM), inactives show top-dose activity change, negative = inhibition; 71,000 compounds, 2% hits;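 further: potency means the concentration at half of the fitted maximal effect; on the % scale 0 is the no-effect control and ±100 the full control effect; actives lower thioflavin S fluorescence by blocking filaments or displacing dye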
Target sequence (P10636 whole entry, looked up): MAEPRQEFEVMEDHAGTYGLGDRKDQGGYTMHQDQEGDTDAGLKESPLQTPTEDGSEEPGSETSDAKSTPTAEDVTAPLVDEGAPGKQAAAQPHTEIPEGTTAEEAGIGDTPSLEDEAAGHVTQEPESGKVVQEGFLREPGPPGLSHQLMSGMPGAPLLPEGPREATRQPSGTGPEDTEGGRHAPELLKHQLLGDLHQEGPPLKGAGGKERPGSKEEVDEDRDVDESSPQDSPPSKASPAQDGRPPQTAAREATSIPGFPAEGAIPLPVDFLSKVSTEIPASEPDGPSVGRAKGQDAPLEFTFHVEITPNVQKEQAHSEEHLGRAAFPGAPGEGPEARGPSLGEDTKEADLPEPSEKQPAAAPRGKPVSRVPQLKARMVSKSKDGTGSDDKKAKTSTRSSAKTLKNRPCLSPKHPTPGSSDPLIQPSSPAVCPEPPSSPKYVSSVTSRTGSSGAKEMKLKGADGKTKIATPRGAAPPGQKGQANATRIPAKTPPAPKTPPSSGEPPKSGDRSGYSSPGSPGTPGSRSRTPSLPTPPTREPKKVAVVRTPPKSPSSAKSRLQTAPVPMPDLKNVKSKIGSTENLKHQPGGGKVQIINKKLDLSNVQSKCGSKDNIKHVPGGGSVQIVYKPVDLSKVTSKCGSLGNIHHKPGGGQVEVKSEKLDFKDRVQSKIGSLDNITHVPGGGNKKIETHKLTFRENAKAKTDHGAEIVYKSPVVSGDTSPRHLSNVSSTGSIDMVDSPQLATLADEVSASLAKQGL
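Read-out: ThS fluorescence, 450 nm excitation/510 nm emission; lower signal marks blocked filament formation or displaced dye. Tau at 1 uM with 30 uM ODS, 10 uM ThS, 5 mM DTT, 100 mM NaCl, 10 mM HEPES pH 7.4; 15 h, 37 C.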
The depositor's hits bear a star; i = inactive; ? = inconclusive; nt = not tested or not shown; [ ] = another dose, or the depositor's remark. Unless noted, the call rests on the fitted dose curve; in most records, active means well fitted curve in the direction sought with a large enough effect; inconclusive means small, poorly fitted or top-dose-only effect, or another doubt; inactive means no such curve, though single readings can be large; an effect the other way counts as inactive or inconclusive. A portion of the library; count on the stated rates, not on these rows.

Each structure is followed by: Casp1 inh, Texas Red fluor, ERK AVP block, A350 fluor, HEK293 cAMP ctrl, Rhodamine fluor, 4MU fluor, FLuc inh, Fluorescein fluor, Caspase-7 inhib, Tau filament bind
- O=C(Nc1ccccn1)NC12CC3CC(CC(C3)C1)C2
→ -3%, i, 36%[activator], i, 26%, i, i, 0%, i, -8%, -4%
- C[C@@H](COc1ccccc1)N(CCCl)Cc1ccccc1
→ -1%[25.7 µM], i, -4%[25.7 µM], i, ?, i, i, 7%[25.5 µM], ?, -3%[25.7 µM], -8%[25.6 µM]
- c1ccc2sc(C3CCCNC3)nc2c1 (configuration not stated)
→ 1%, i, -10%, i, 14%, i, i, 3%, i, 0%, -1%
- c1ccc(-c2nnc(SCc3nc4ccccc4[nH]3)o2)cc1
→ 3%, nt, -11%, nt, ?, nt, nt, 2%, nt, -1%, -16%
- C=CC(=O)OCC(CO)(COC(=O)C=C)COC(=O)C=C
→ -5%, nt, 16µM*, nt, -16%, nt, nt, nt, nt, -1%, 2%
- O=C(NCCCN1CCOCC1)NC12CC3CC(CC(C3)C1)C2
→ -1%, nt, 0%, nt, ?, nt, nt, -1%, nt, 2%, -7%
- CN(CCc1ccc(Cl)c(Cl)c1)[C@H]1CCCC[C@H]1N1CCCC1
→ 0%, nt, 15%, nt, ?, nt, nt, 0%, nt, 0%, ?
- Cc1ccc2c(c1)CC1(CN2C)C(=O)NC(=O)N(CCC2=CCCCC2)C1=O (configuration not stated)
→ -3%, i, -7%, ?, 9%, i, i, 3%, i, -1%, -13%
- CCOc1ccccc1-n1c(O)c(C=NCCCN(CC)CC)c(=O)[nH]c1=O
→ -1%, i, 9%, i, 4%, i, i, -4%, i, 0%, 3%
- O=P(O)(O)/C=C(\Cl)c1ccccc1
→ -1%, nt, -29%, nt, 0%, nt, nt, 0%, nt, -1%, 15%
- O=C1OCCN1P(=O)(c1ccccc1)c1ccccc1
→ -4%, nt, -2%, nt, 10%, nt, nt, 1%, nt, 0%, -21%
- CCN(CC)P(=O)(Oc1cccc(C)c1)N(CC)CC
→ 5%, nt, 8%, nt, 25%, nt, nt, 1%, nt, -1%, -14%
- COc1ccc2c(c1O)-c1c(OC)c(OC)cc3c1[C@H](C2)N(C)CC3
→ 2%, i, -7%, i, 1%, i, i, 2%[11.4 µM], ?, -1%, ?
- CC(C)(OOC(C)(C)c1ccccc1)c1ccccc1
→ 2%, nt, 46%[activator], nt, 30%, nt, nt, nt, nt, -3%, -1%
- N=C(N)c1c(O)n(C2CCCCC2)c(=O)n(C2CCCCC2)c1=O
→ -8%, i, 49%[activator], 1.3e-08M*, 27%, i, 1.1e-08M*, 0%, i, -28%, 16µM*
- O=C(O)C1=CCCN(CCOC(c2ccc(C(F)(F)F)cc2)c2ccc(C(F)(F)F)cc2)C1
→ -1%, nt, -2%, nt, -6%, nt, nt, -6%, nt, 2%, ?
- COc1cc2c(cc1O)CCN[C@H]2C
→ nt, i, nt, 1e-07M*, 3%, i, 1e-07M*, 0%[11.4 µM], i, nt, ?
- CCCc1[nH]nc2c1C(CCC)C(C#N)=C(N)O2 (configuration not stated)
→ -2%, ?, 2%, i, ?, i, i, 1%, i, 0%, 2%
- CN(C(=O)c1ccco1)C1(c2ccccc2Cl)CCCCC1=O (configuration not stated)
→ -1%, i, -19%, i, 20µM*, i, i, 4%, i, -3%, 7%
- O=C(Nc1ccccc1)NC1CC2CCC(C1)N2 (configuration not stated)
→ 0%, i, -7%, i, 18%, i, i, -2%, i, 1%, -4%
- COc1ccc(NC(=O)Nc2cccc3cccnc23)cc1
→ -2%, nt, ?, nt, -22%, nt, nt, 5µM*, nt, 0%, 10%
- O=c1[nH]c2ccccc2n1C1CCN(CCCC(c2ccc(F)cc2)c2ccc(F)cc2)CC1
→ -4%, i, ?, i, 6%, i, i, 1%[25.5 µM], ?, -3%, -82%
- O=C(O)[C@@H]1C[C@H]2C[C@@H](CP(=O)(O)O)CC[C@H]2CN1
→ -5%, nt, 17%, nt, 0%, nt, nt, -1%, nt, -1%, 32µM*
- CC(C)[C@@]1(NC(=O)[C@H]2C[C@H]3c4cccc5[nH]cc(c45)C[C@@H]3N(C)C2)O[C@]2(O)[C@H]3CCCN3C(=O)[C@H](Cc3ccccc3)N2C1=O
→ nt, i, nt, i, -5%, i, i, -7%, ?, nt, 33%
- CSc1ccc(CNC2CN3CCC2CC3)cc1 (configuration not stated)
→ -1%, i, 0%, i, 12%, i, i, 2%, ?, 0%, -11%
- Cc1cccc(N2C(=O)CC(=O)NC2=O)c1
→ -1%, i, -7%, i, -1%, i, i, -3%, ?, 1%, -3%
- CCC(=O)O[C@H]1CC[C@H]2[C@@H]3CCC4=CC(=O)CC[C@]4(C)[C@H]3CC[C@]12C
→ -15%[25.7 µM], i, -2%[25.7 µM], i, 16µM*, i, i, -2%[25.5 µM], i, -5%[25.7 µM], 47%[25.6 µM]
- CC12CN3CC(C)(CN(C1)C3c1ccco1)C2=O (configuration not stated)
→ 1%, nt, -9%, nt, 4%, nt, nt, 0%, nt, -1%, -9%
- O=P1(NCCCl)OCCCN1CCCl (configuration not stated)
→ -1%[25.7 µM], i, -13%[25.7 µM], i, -1%[25.6 µM], i, i, 5%[25.5 µM], i, 0%[25.7 µM], -11%[25.6 µM]
- c1ccc2c(N3CCNCC3)cccc2c1
→ 1%, i, 17%, i, ?, i, i, -2%, ?, 1%, -11%
- CCN1C[C@]2(C)CC[C@@H](O)[C@]34[C@@H]5CC6[C@@H](OC)C[C@@](O)([C@H]5[C@@H]6O)[C@@H](C[C@@H]23)[C@H]14
→ -1%, ?, -5%, ?, 1%, i, ?, -2%, ?, 0%, 0%
- Cc1oc(-c2ccc(Cl)cc2)nc1CS(=O)CC(=O)N1CCC2(CC1)OCCO2 (configuration not stated)
→ -1%, i, 7%, i, 2%, i, i, 2%, i, -3%, -4%
- COc1ccc(OC)c(N2C(=O)NC(=O)C3(Cc4cc(C)ccc4N(C)C3)C2=O)c1 (configuration not stated)
→ 0%, i, -13%, i, 3%, i, i, 4%, i, 2%, -14%
- Cc1ccc2c(c1)C1CN(C)CCC1N2C(=O)COc1ccc(S(=O)(=O)N2CCOCC2)cc1 (configuration not stated)
→ -3%, ?, -9%, i, 15%, i, i, -38%, i, -1%, 162%
- O=C1N[C@@]2(CN3CCC2CC3)C(=O)N1CN(Cc1ccccc1)c1ccccc1
→ -2%[11.5 µM], ?, 0%[11.5 µM], i, -13%[11.4 µM], i, i, 3%[11.4 µM], i, -2%[11.5 µM], 3%[11.4 µM]
- CCN(CC)CCCN=C(C)c1c(O)n(-c2ccc(C)cc2)c(=O)[nH]c1=O
→ -1%, i, -4%, ?, 3%, i, i, -1%, i, 0%, 3%
- O=C(Cn1ncc2c3ccccc3n(Cc3ccccc3)c2c1=O)N1CCC2(CC1)OCCO2
→ -1%, i, ?, i, -14%, i, i, 0%, i, -2%, 54%
- OC[C@H]1CCCN2CCCC[C@@H]12
→ nt, i, nt, i, -2%, i, i, -1%[11.4 µM], i, nt, ?
- CC(C)Nc1ccc(Nc2ccccc2)cc1
→ 0%, nt, -7%, nt, 9%, nt, nt, nt, nt, -6%, 16µM*
- CCOC(=O)C1=C(N)Oc2c(c(=O)oc3ccccc23)C12C(=O)N(C)c1ccccc12 (configuration not stated)
→ -1%, ?, -20%, i, 12%, i, i, 2%, i, 2%, 8%
- CC(C)c1ccc(C(O)(C(=O)O)c2ccc(C(C)C)cc2)cc1
→ -1%[11.5 µM], i, 2%[11.5 µM], i, 14%[11.4 µM], i, i, 4%[11.4 µM], ?, -4%[11.5 µM], 1%[11.4 µM]
- CC(C)c1ccc(C(c2c(O)c3ccccc3oc2=O)c2c(O)c3ccccc3oc2=O)cc1
→ 1%[11.5 µM], i, 5%[11.5 µM], i, 16%[11.4 µM], i, i, 3%[11.4 µM], ?, ?, 7%[11.4 µM]
- C#CCN(C)[C@@H](C)Cc1ccccc1
→ -1%[25.7 µM], i, -5%[25.7 µM], i, 26%[25.6 µM], i, i, 4%[25.5 µM], ?, -2%[25.7 µM], -24%[25.6 µM]
- COc1ccc(CN2CCN(C(=O)Cc3ccccc3)CC2)c(OC)c1
→ 1%, nt, -10%, nt, 5%[11.4 µM], nt, nt, -1%, nt, 0%, 9%[11.4 µM]
- CC1CCC(C(C)C)C(OP(N)(=O)c2ccccc2)C1 (configuration not stated)
→ nt, i, nt, i, nt, i, i, -1%[25.5 µM], i, nt, nt
- CCCC(C)C1(CC)C(=O)NC(=Nc2ccc(F)cc2)NC1=O (configuration not stated)
→ 0%, i, 15%, i, 6%, i, i, 0%, ?, 0%, -8%
- Cc1ccc2nc3c(cc2c1)CC1(C(=O)N(C)C(=O)N(C)C1=O)C1COCCN31 (configuration not stated)
→ -2%, i, 4%, 2.8e-08M*, 5%, i, 2.7e-08M*, ?, ?, -5%, -8%
- Cl/C=C\Cl
→ -1%, nt, 14%, nt, 30%, nt, nt, nt, nt, 1%, 5%
